Compound activity (PubChem)
DDE Tn7 FP inh – disrupts Tn7 cyclic peptide binding to fibrin D-Dimer-E complex; P02675; FP displacement of FITC-Tn7 peptide from fibrin DD(E); 0% = median of compound wells per plate; inhibition, % at 8.3 µM; hit rate 0.13% among 370,000;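 active means inhibition above the mean of compounds falling within the control limits plus 3 SD of them, cut at about 14% in these data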;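 further: 0% = plate median of compound wells and 100% = 10 µM Aha-Tn7 peptide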
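Assay system: Fibrin-DD(E) protein isolated from polymerized human fibrin clots; read-out basis: percent inhibition; medium: Tris/NaCl/CaCl2 buffer, pH 7.8; signal: FP measurement; incubation: 10 min plus 3 h, room temperature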
Tn6 DDE FP – disrupts Tn6 cyclic peptide binding to fibrin D-Dimer-E complex | P02675 | Fibrin DD(E) TRITC-Tn6 fluorescence polarization displacement | inhibition, % at 8.3 µM | hit rate 0.21% among 370,000 | AID 720509;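 active means inhibition above a per-campaign cutoff: mean of compounds within control limits plus 3 SD, cut at about 15% in these data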;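 further: 0% = median of all compound wells on the plate and 100% = blocking peptide control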
PRMT1 inh – blocks human protein arginine methyltransferase 1; Q99873; inhibition, % at 2.79 µM; hit rate 1.3% among 370,000; recombinant PRMT1, activity-based probe fluorescence polarization; AID 652257;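 active means inhibition above about 21% made by adding two undisclosed values, limit read from the data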
SIAE primary – inhibitors of human sialic acid acetylesterase SIAE; inhibition, % at 9.66 µM; Q9HAT2; AID 1053197; hit rate 0.69% among 370,000; SIAE FP-Rh probe binding, fluorescence polarization;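 active means inhibition above a cutoff: mean of compounds within the control limits plus 3 SD of those, cut at about 17% in these data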;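 further: 0% = plate median of compound wells and 100% = probe without SIAE protein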
Target sequence (Q9HAT2 whole entry, looked up): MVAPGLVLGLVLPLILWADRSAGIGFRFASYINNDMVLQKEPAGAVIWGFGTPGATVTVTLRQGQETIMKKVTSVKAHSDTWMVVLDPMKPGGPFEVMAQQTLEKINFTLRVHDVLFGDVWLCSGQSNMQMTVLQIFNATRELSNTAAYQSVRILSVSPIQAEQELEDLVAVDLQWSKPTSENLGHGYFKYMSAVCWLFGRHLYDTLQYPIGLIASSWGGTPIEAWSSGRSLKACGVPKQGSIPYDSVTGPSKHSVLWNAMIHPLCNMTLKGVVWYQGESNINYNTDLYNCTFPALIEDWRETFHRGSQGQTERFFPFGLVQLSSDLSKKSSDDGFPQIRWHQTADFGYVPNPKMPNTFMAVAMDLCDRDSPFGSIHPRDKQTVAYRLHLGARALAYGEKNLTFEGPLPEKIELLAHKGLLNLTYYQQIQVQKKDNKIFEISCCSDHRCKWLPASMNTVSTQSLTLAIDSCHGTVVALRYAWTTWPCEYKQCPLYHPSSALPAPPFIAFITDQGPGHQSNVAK
TDP2 absorb – blocks human TDP2 phosphodiesterase activity; O95551; recombinant TDP2, T5PNP hydrolysis, p-nitrophenol absorbance 415 nm; inhibition, % at 12.8 µM; hit rate 0.34% among 370,000;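 active means inhibition above the mean of all tested compounds plus 3 SD, set per campaign, cut at about 25% in these data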;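 further: 0% = DMSO with enzyme and 100% = buffer with substrate but no TDP2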
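Assay system: Recombinant human TDP2 | Quantity: 120 nM TDP2 per well | Incubation: 2 h at 37 °C | Signal: Epi absorbance | Evaluation: Percent inhibition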
LEDGF integ inh – blocks HIV-1 LEDGF/p75-dependent DNA integration; AID 743269; inhibition, % at 3.7 µM; TR-FRET IN-LEDGF/p75 DNA integration, Eu/Cy5; hit rate 0.64% among 370,000;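 active means inhibition above the screen-wide mean plus 3 SD, cut at about 13% in these data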;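 further: signal is the Cy5 over europium emission ratio at 671 and 618 nm; 0% = plate median of compound wells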
UHRF1 binding – human UHRF1 methylated DNA binding inhibitors | Q96T88 | inhibition, % at 4.4 µM | UHRF1 binding to methylated oligo, TR-FRET | hit rate 0.75% among 370,000; in the data active means inhibition above about 21%;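 further: UHRF1 SRA domain binding a hemimethylated CpG hairpin DNA probe; 0% = median of test compound wells and 100% = reference inhibitor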
MBD2 DNA inh – inhibitors of human MBD2 binding to methylated oligonucleotide; TR-FRET; hit rate 0.31% among 370,000; inhibition, % at 4.4 µM; AID 686964; Q9UBB5; in the data active means inhibition above about 13%
Target sequence (Q9UBB5 whole entry, looked up): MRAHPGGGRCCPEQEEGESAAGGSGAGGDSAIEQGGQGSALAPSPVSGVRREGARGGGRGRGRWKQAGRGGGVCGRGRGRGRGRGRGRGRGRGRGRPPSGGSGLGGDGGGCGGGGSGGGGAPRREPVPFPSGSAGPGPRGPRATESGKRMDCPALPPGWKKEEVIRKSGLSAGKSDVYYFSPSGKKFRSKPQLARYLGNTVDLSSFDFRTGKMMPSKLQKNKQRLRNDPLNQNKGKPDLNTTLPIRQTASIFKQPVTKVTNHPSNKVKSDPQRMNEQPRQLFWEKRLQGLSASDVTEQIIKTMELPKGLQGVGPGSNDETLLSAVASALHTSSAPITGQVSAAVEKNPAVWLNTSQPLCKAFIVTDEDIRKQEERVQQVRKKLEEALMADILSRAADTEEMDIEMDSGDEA
TCR-CD3 inh – blocks the human TCR-CD3 interaction; inhibition, % at 9.4 µM; hit rate 0.37% among 360,000; TAMRA-labeled TCR probe fluorescence, biochemical; in the data active means inhibition above about 19%;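 further: recombinant mutant TCR 2C K166C tagged with TAMRA read by polarization; 0% = receptor in buffer alone and 100% = receptor with positive control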
KLK7 zymogen act – activators of human kallikrein-7 zymogen. AID 652039. purified proKLK7, EDANS-DABCYL substrate fluorescence; 100% is mature enzyme control, 0% vehicle. P49862. activation, % at 7 µM. hit rate 0.9% among 370,000;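 active means activation above the mean of all tested compounds plus 3 SD, computed per campaign excluding outliers beyond control limits, cut at about 13% in these data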
An asterisk follows results filed as active; / = no result given.

SMILES	DDE Tn7 FP inh	Tn6 DDE FP	PRMT1 inh	SIAE primary	TDP2 absorb	LEDGF integ inh	UHRF1 binding	MBD2 DNA inh	TCR-CD3 inh	KLK7 zymogen act
O=C(NC(NC(=S)Nc1c(Cl)cc(Cl)cc1Cl)C(Cl)(Cl)Cl)OCc1ccccc1 (centres undefined)	2	1	-2	-8	0	-2	-5	-4	3	0.8
COc1ccccc1NC(=O)c1ccccc1NS(=O)(=O)c1cccs1	-1	0	9	-7	-9	-4	1	1	-4	1.1
CC(C)(C)c1nc(NC(=O)Nc2ccccc2)sc1Br	-1	-8	-4	-39	5	0	2	-2	4	-0.2
O=C1CC(c2ccccc2)CN1C(=O)c1ccccc1 (centres undefined)	-9	-10	-2	4	-1	-1	-1	-1	0	0.0
CCC1Oc2ccc(C)cc2N(CC(=O)NCc2ccccc2OC)C1=O (centres undefined)	3	1	-2	-3	1	1	-3	-4	-4	0.1
CCC1(C)CN=C(c2ccccc2)NC1 (centres undefined)	1	0	-11	3	-10	1	1	-3	0	-0.6
CCOc1nc(S(=O)(=O)c2ccc(C)cc2)c(Cl)s1	-4	-2	-1	-3	3	3	0	-1	5	0.0
COc1ccc(NC(=S)NC23CN4CN(CN(C4)C2)C3)cc1	0	5	-1	9	-2	-3	-4	-8	0	-0.2
CCN(CCCNC(=O)CCCN1C(=O)COc2ccc(C)cc21)c1cccc(C)c1	-2	0	-4	2	-1	-1	-4	-4	3	0.2
CCOC(=O)c1sc(=S)n(-c2ccc(F)c(F)c2)c1N	2	2	9	-1	-5	-4	4	0	5	-0.8
C[C@H](CS)C(=O)N1CCC[C@H]1C(=O)O	2	-4	9	-3	7	84*	1	3	0	-0.5
CC1(C)Cc2c(sc(NC(=O)C(=O)N3CCN(CCO)CC3)c2C(N)=O)CO1	4	2	1	0	-4	-4	1	5	-7	-0.1
COc1cc(-c2nc3ccccn3c2/N=C/c2cc(OC)c(OC)c(OC)c2)ccc1O	-8	2	1	28*	-17	1	0	0	1	-56
CCC(=O)N1CCC1(C)C(=O)Nc1ccccc1 (centres undefined)	9	4	-2	0	6	1	-3	-6	2	-0.1
Clc1ccc(OCc2nnc(SCCN3CCCCC3)n2Cc2ccco2)cc1	12	4	0	0	-8	1	-3	2	1	0.3
CON1C(=O)CN(C(C)=O)C1c1ccc(Cl)cc1Cl (centres undefined)	-1	-3	4	-5	-17	-7	3	7	-1	-0.5
CC(C)C1=Nc2cccc3cccc(c23)N1	-2	-5	9	11	1	2	-2	-6	12	-0.5
CCn1c2ccccc2c2cc(NC(=O)CSc3nnc(-c4ccc(OC)c(OC)c4)n3N)ccc21	6	-3	0	4	2	3	1	1	-2	0.1
COc1ccc(/C(C)=N/NC2=NCCN2)cc1Cl	0	-4	2	2	3	-3	-1	1	-9	-0.2
Oc1c(/C=N/Nc2cccc3cccnc23)ccc2ccccc12	0	2	12	14	7	0	0	-1	-8	-0.4
O=S(=O)(c1cccc2nsnc12)N1CCCCC1	3	5	4	4	3	0	3	2	4	-0.6
COc1ccc(CNc2nc(-c3cccnc3)nn2C(=O)c2cccs2)cc1	-5	7	0	-20	-5	9	-1	-7	4	0.2
CCOC(=O)N1CCC(c2cc(=O)n3[nH]cc(C(=O)OC)c3n2)CC1	-8	0	2	1	-5	0	-1	-3	2	-0.5
Cc1cccc(OCC(=O)Nc2ccc(N3CCN(C(=O)c4ccco4)CC3)cc2)c1	8	1	-1	11	-10	3	1	-7	1	-0.4
CN1CCN(CCCN(Cc2ccco2)C(=S)Nc2ccc(Cl)cc2)CC1	-7	-3	2	4	12	-2	-2	1	-3	0.4
N#Cc1c(N)n(-c2ccccc2N)c2nc3ccccc3nc12	-2	6	-1	6	7	4	-3	-1	-7	0.2
COC(=O)c1cc(C#N)c(N2CCOCC2)nc1C	4	1	-5	-2	0	0	-2	4	6	0.3
COc1cccc(NC(=O)CN(C)C(=O)c2ccc3c(c2)CC(c2ccccc2)OC3=O)c1 (centres undefined)	6	0	0	-3	-4	-3	14	7	-6	0.6
O=C(Nc1nc2c(F)cccc2s1)c1ccco1	-4	-2	7	-3	-3	-2	0	-1	-7	-0.5
C[C@H](O)[C@@H]1CN2CCc3c([nH]c4c(-c5ccccc5)cccc34)[C@@H]2C[C@@H]1N(C)C(=O)NC1CCCCC1	-5	-1	-3	-4	-8	2	-2	0	3	1.4
CC1CCCN(C(=O)CCc2ccccc2)C1 (centres undefined)	-5	-3	3	2	-1	-2	2	1	-2	0.3
O=C(CN(C(=O)CCC(=O)Nc1nccs1)c1ccc2c(c1)OCO2)NCc1ccc(F)cc1	4	11	2	3	-15	2	-1	-2	-3	-0.2
COc1cccc(N2CCN(c3ccc4nnc(CCC(=O)Nc5cccc(C(C)=O)c5)n4n3)CC2)c1	7	5	-3	0	-8	3	-2	-4	7	0.5
O=C(Nc1cccnc1)c1ccc(NS(=O)(=O)c2cc([N+](=O)[O-])ccc2Cl)cc1	3	7	3	3	-4	1	-1	-6	4	0.2
CN(C)S(=O)(=O)c1ccc(N2CCCC2)c(C(=O)NNC(=O)c2ccc(Br)cc2)c1	2	7	-1	3	9	0	-1	4	-6	0.4
Nn1c(SCc2ccc(F)cc2)nnc1-c1ccccn1	-3	4	-4	2	13	1	1	-2	3	-0.4
COC(=O)c1cc(OC)c(OC)cc1NC(=O)c1cccc(OC)c1OC	2	-1	1	-7	4	3	-3	0	4	0.8
CCOC(=O)CCC(=O)O[C@H]1[C@H](O[C@@H]2[C@@H](C)[C@H](O[C@H]3C[C@@](C)(OC)[C@@H](O)[C@H](C)O3)[C@@H](C)C(=O)O[C@H](CC)[C@@](C)(O)[C@H](O)[C@@H](C)C(=O)[C@H](C)C[C@@]2(C)O)O[C@H](C)C[C@@H]1N(C)C	5	-2	-5	-3	-9	2	-1	3	4	0.0
CCOC(=O)Cn1cc(CN2CCS(=O)(=O)N(Cc3ccc(Cl)cc3)C(C(=O)OC)C2)nn1 (centres undefined)	-4	-8	-1	1	0	2	11	6	/	0.6
O=C(Nc1nc2ccccc2s1)c1ccccc1	7	4	-5	-4	7	-2	-1	-2	2	0.3
CCCN(CCC)C(=O)Cc1coc2ccc3ccccc3c12	3	1	2	-4	-2	1	2	2	-4	-0.1
CCC(=O)c1ccc(N2CCCCCC2)c(F)c1	3	-3	0	3	6	2	-1	7	7	0.5
CC1(C(=O)NS(=O)(=O)c2ccc(F)cc2F)CCN1C(=O)Cc1ccc(-c2ccccc2)cc1 (centres undefined)	3	2	-2	-14	-11	5	5	-2	1	0.6
O=C(Nc1ncc(C(F)(F)F)cc1Cl)c1ccc(S(=O)(=O)N2CCOCC2)cc1	-6	-10	-1	-2	3	0	0	1	-1	-0.6
C[N+](C)(CC#Cc1ccccc1)CC(=O)c1ccc(Cl)cc1	-2	-2	-1	10	2	-2	1	-1	-2	-0.5
O=C(C[C@@H]1C/C=C\CCC(=O)O[C@H](c2ccccc2)CNC1=O)N[C@H](CO)Cc1ccccc1	2	2	-1	-5	6	1	-2	0	2	-0.3
COc1ccc(NC(=O)C2CCN(S(=O)(=O)c3ccc(OC)c(OC)c3)CC2)cc1	-12	1	-2	-7	-12	2	4	4	-3	0.3
C=CCOc1c(Br)cc(CNc2ccc3[nH]c(=O)[nH]c3c2)cc1OCC	0	-2	30*	7	-12	-1	-2	3	4	0.6
CCOC(=O)CCC(NC(=O)c1ccc(Nc2nc3ccccc3nc2C(=O)OCC)cc1)C(=O)OCC (centres undefined)	-1	-1	-2	-1	3	0	0	1	2	-0.4
CCc1nnc(NC(=O)c2oc3cc(C)c(C)cc3c2C)s1	4	-1	1	-3	-4	16*	4	-2	-5	0.1
Cc1ccc(CNC(=O)CCCCn2c(=O)[nH]c3ccsc3c2=O)cc1	-7	-4	-2	-4	-2	3	0	1	-1	0.2
CC(C)NC(=O)c1cccc2c1-c1ccccc1C2=O	4	0	1	0	9	0	-5	-1	5	-0.3
COc1cc(OC)cc(C(=O)NC(c2ccccc2)c2ccccc2)c1	-3	0	-2	4	-2	-2	-1	-1	-1	0.0
N#Cc1c(-c2ccc(F)cc2)cc(-c2ccccc2)nc1SCC(=O)NCC(=O)O	-5	1	12	-7	15	1	-3	-1	-3	-0.3
COc1cc(OC)nc(S(C)(=O)=O)n1	-6	4	1	0	0	2	8	-3	3	-0.4
Cc1cccc(N2CCN(S(=O)(=O)c3c(C)noc3/C=C/N(C)C)CC2)c1C	8	-7	-1	1	7	-3	4	4	-5	0.2

Some of the entries so far, with values under each structure.
Sequence of screens – DDE Tn7 FP inh	Tn6 DDE FP	PRMT1 inh	SIAE primary	TDP2 absorb	LEDGF integ inh	UHRF1 binding	MBD2 DNA inh	TCR-CD3 inh	KLK7 zymogen act
> O=C(Nc1nc2ccccc2s1)c1ccccc1
  7	4	-5	-4	7	-2	-1	-2	2	0.3
> CCCN(CCC)C(=O)Cc1coc2ccc3ccccc3c12
  3	1	2	-4	-2	1	2	2	-4	-0.1
> CCC(=O)c1ccc(N2CCCCCC2)c(F)c1
  3	-3	0	3	6	2	-1	7	7	0.5
> CC1(C(=O)NS(=O)(=O)c2ccc(F)cc2F)CCN1C(=O)Cc1ccc(-c2ccccc2)cc1 (centres undefined)
  3	2	-2	-14	-11	5	5	-2	1	0.6
> O=C(Nc1ncc(C(F)(F)F)cc1Cl)c1ccc(S(=O)(=O)N2CCOCC2)cc1
  -6	-10	-1	-2	3	0	0	1	-1	-0.6
> C[N+](C)(CC#Cc1ccccc1)CC(=O)c1ccc(Cl)cc1
  -2	-2	-1	10	2	-2	1	-1	-2	-0.5
> O=C(C[C@@H]1C/C=C\CCC(=O)O[C@H](c2ccccc2)CNC1=O)N[C@H](CO)Cc1ccccc1
  2	2	-1	-5	6	1	-2	0	2	-0.3
> COc1ccc(NC(=O)C2CCN(S(=O)(=O)c3ccc(OC)c(OC)c3)CC2)cc1
  -12	1	-2	-7	-12	2	4	4	-3	0.3
> C=CCOc1c(Br)cc(CNc2ccc3[nH]c(=O)[nH]c3c2)cc1OCC
  0	-2	30*	7	-12	-1	-2	3	4	0.6
> CCOC(=O)CCC(NC(=O)c1ccc(Nc2nc3ccccc3nc2C(=O)OCC)cc1)C(=O)OCC (centres undefined)
  -1	-1	-2	-1	3	0	0	1	2	-0.4

Not a hit list; 4.6% or so of the library scored in one or more.
